Menin MLL FP TR: displaces Texas Red mutant MLL peptide from human menin. AID 1768. Menin + Texas Red MLL mutant peptide, fluorescence polarization. Potency, µM (series often up to 61.6 µM), without a hit: at the highest dose FP activity change, negative = inhibition, usual class: inhibitors. 270,000 tested, 0.23% active; active = well fitted inhibition curve with a large enough effect in the polarisation, with a control signal flat, not every such curve was filed as active; inconclusive = small, poorly fitted or top-dose-only effect, or effect the other way, or a change in a side signal; inactive = no such curve, though single readings can be large or run the other way; the % refers to the polarisation; also: potency is read from the fitted curve at half-maximal effect; % of control where 0% means no effect; many of its hits are not listed in these tables
PKM2 activator: activators of human pyruvate kinase M2; P14618; purified PKM2, Kinase-Glo ATP luminescence, activation; response scale: 0% is enzyme alone, no compound; Potency, µM (doses to about 57.5 µM), inactives show top-dose activation, actives largely listed as activators; 260,000 tested, 0.34% active; AID 1631; also: potency is read from the fitted curve at half-maximal effect; % is scaled to controls: 0 for no effect and ±100 for the full control effect; nearly all actives have a fitted effect of over 55% in size
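Purified hPK-M2 (>95% pure) converted ADP (0.1 mM final) to ATP with 0.5 mM PEP in 50 mM imidazole pH7.2, KCl, MgCl2, Tween 20, BSA; 1 h at room temperature. ATP detected by Kinase-Glo luminescence.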
Mito fusion yeast: mitochondrial division inhibition or fusion activation | S. cerevisiae fusion-defective mutant growth rescue, CellTiterGlo 48 h | Potency, µM (titrated, usually from 46.1 µM), without a hit: top-dose growth rescue (activation), most hits filed as activators | 320,000 tested, 0.23% active | AID 485298;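 also: potency is read from the fitted curve at half-maximal effect; % of control where 0% means no effect; nearly all actives have a fitted effect of over 45% in size; temperature-sensitive fusion mutants such as fzo1-1 at 37 °C on non-fermentable ethanol glycerol medium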
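Temperature-sensitive fusion-defective S. cerevisiae (e.g. fzo1-1, mgm1-5) were grown with compound in YPEG medium (3% ethanol, 3% glycerol) for 48 hours at 37C. Growth rescue was measured as viability by CellTiterGlo luminescence after 10 minutes at ambient.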
Rab9 promoter act: activates the Rab9 promoter; Huh7 Rab9 promoter-luciferase reporter, luminescence, 24 h; Potency, µM (doses to about 9.22 µM), for inactives: top-dose activation, negative = inhibition, usual class: activators; 320,000 tested, 2.8% active; AID 485297; also: potency is read from the fitted curve at half-maximal effect; % of control where 0% means no effect; nearly all actives have a fitted effect of over 60% in size
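Using Huh7 cells stably transfected with Rab9 promoter–luciferase, compounds were incubated 24 h at 37 °C, 5% CO2; luciferase luminescence was read 10 min after reagent addition.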
KCNH2 3.1 inh: inhibitors of human KCNH2 3.1 potassium channel isoform; AID 720553; activity change, % (tested at about 1.8 µM); 340,000 tested, 0.95% active; U2OS KCNH2 3.1, thallium flux FluxOr; stronger effect = lower value;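 active = maximum activity change below -70%; inconclusive = maximum activity change from -70% to -50%; inactive = maximum activity change above -50%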;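 also: thallium influx rate constant from kinetic fluorescence after stimulation buffer; % is scaled to controls: 0 for no effect and ±100 for the full control effect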
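Virally transduced U2OS (3.1 isoform, 4 h infection in dark at RT) → overnight 37 C → FluxOr + Red40 in HBSS/HEPES, 45 min → stimulation buffer, 2 min kinetic read → rate constant vs DMSO controls.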
VP16 counter: Gal4-VP16 reporter inhibition counter-screen; Drosophila S2 Gal4-VP16 UAS-luciferase, luminescence, 20 h; 310,000 tested, 3.5% active; Potency, µM (titrated, usually from 53.6 µM), for the others: top-dose activity, negative = inhibition, usual class: inhibitors;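 also: Gal4-VP16 expression switched on by copper sulfate through the metallothionein promoter; potency is read from the fitted curve at half-maximal effect; % is scaled to controls: 0 for no effect and ±100 for the full control effect; nearly all actives have a fitted effect of over 50% in size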
ELG1 repair inh: inhibitors of ELG1-dependent DNA repair in HEK293T cells. 330,000 tested, 2.3% active. Potency, µM (doses to about 46.1 µM), for the others: at the highest dose activity change, negative = inhibition, hits mostly inhibitors. HEK293T ELG1-luciferase reporter, luminescence, 16 h; DNA damage induced by 5-fluorouridine; also: potency is read from the fitted curve at half-maximal effect; % is scaled to controls: 0 for no effect and ±100 for the full control effect; nearly all actives have a fitted effect of over 55% in size
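Step one: seed 2,000 cells per well. Step two: pin-transfer compound or DMSO alongside 5-fluorouridine. Step three: incubate 16 hr, 37 °C, 5% CO2. Step four: add ONE-Glo, wait 30 min, read luminescence.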
NPC1 promoter act: activators of NPC1 promoter; 320,000 tested, 2.4% active; Huh7 NPC1 promoter luciferase reporter, 24 h; Potency, µM (titrated, usually from 9.22 µM), inactives show top-dose activation, hits mostly activators; AID 485313;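 also: potency is read from the fitted curve at half-maximal effect; % of control where 0% means no effect; nearly all actives have a fitted effect of over 60% in size; reporter is driven by a mutant NPC1 promoter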
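In 1536-well qHTS, Huh7 cells harboring an NPC1 promoter–luciferase construct received compound for 24 h; activation was quantified by luminescence following luciferase reagent addition.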
FLuc modulator: counter-screen for miR-21 project: firefly luciferase inhibitors or activators; Potency, µM (doses to about 57.5 µM), for inactives: at the highest dose activity change, negative = inhibition, actives largely listed as inhibitors; purified FLuc, Km substrates, luminescence inhibition; 360,000 tested, 6.9% active;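 also: potency is read from the fitted curve at half-maximal effect; plate controls were vehicle for no effect and reference inhibitor for full effect; nearly all actives have a fitted effect of over 55% in size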
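Biochemical qHTS of compounds, final roughly 60 µM downward over six points, against 10 nM purified firefly luciferase using Km concentrations of substrates (10 uM D-luciferin, 10 uM ATP) in Tris acetate pH 7.5 buffer; luminescence output.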
RORg inh: ROR gamma (mouse) transcription inhibition | AID 2551 | 310,000 tested, 5.4% active | Potency, µM (titrated, usually from 53.6 µM), inactives show at the highest dose activity change, negative = inhibition, hits mostly inhibitors | Drosophila S2 Gal4-RORgamma UAS-luciferase reporter, 20 h | P51450; also: potency is read from the fitted curve at half-maximal effect; % is scaled to controls: 0 for no effect and ±100 for the full control effect; nearly all actives have a fitted effect of over 60% in size
Target sequence (P51450 whole entry, looked up, the tested form may be a part): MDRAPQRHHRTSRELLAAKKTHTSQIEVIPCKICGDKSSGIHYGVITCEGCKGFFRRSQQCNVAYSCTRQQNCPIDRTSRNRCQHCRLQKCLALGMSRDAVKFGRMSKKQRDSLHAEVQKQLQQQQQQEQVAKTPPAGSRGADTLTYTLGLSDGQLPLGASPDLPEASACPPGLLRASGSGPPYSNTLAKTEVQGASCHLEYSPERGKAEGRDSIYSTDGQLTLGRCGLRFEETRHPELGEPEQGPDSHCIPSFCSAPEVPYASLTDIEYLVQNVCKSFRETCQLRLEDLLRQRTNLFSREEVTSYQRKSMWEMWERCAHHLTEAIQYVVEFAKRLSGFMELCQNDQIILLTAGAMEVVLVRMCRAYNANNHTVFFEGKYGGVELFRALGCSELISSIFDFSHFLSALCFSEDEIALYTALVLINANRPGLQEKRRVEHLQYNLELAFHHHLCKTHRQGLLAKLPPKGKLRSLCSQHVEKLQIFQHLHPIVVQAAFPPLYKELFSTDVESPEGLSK
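Drosophila Schneider cells stably carrying a metallothionein-driven Gal4 DBD–ROR gamma fusion and a UAS-Photinus luciferase reporter were exposed to compound for 1 hr, then induced with copper sulfate (700 uM final) for 20 hr at ambient temperature before luminescence reading.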
MBNL1-CUG inh: MBNL1-poly(CUG) RNA binding inhibition. Q9NR56. TR-FRET MBNL1-His/biotin-(CUG)12 binding, 665/545 ratio. Potency, µM (doses to about 57.5 µM), for inactives: at the highest dose activity change, negative = inhibition, most hits filed as inhibitors. 280,000 tested, 0.036% active. AID 2675; active = well fitted inhibition curve with a large enough effect in the signal ratio, with a control signal flat, not every such curve was filed as active; inconclusive = small, poorly fitted or top-dose-only effect, or effect the other way, or a change in a side signal; inactive = no such curve, though single readings can be large or run the other way; the % refers to the signal ratio; also: potency is read from the fitted curve at half-maximal effect; % is scaled to controls: 0 for no effect and ±100 for the full control effect
Target sequence (Q9NR56 whole entry, looked up): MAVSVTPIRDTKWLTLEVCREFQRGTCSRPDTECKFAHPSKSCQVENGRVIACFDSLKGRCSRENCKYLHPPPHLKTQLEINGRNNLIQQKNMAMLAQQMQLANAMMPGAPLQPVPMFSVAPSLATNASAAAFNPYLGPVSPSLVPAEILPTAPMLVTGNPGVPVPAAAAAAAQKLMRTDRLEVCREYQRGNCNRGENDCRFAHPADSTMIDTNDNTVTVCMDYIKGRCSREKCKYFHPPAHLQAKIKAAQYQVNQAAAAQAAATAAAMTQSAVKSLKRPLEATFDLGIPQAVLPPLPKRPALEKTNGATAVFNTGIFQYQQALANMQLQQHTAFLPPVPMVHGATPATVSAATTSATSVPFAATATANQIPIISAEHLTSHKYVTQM
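Compounds (final 92 nM to 58 uM) are added to His-tagged MBNL1 and biotin-(CUG)12, then terbium anti-His antibody and streptavidin-XL665 (5 nM final). After 60 min at room temperature, the 665/545 nm ratio is read.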
Active calls of the source: *; ? = inconclusive; nt = not tested or not shown; & = joins results of further samples; [ ] = dose if it differs, or a comment. Unless noted, calls follow the shape of the dose curve; as a rule, active = well fitted curve in the direction sought with a large enough effect; inconclusive = small, poorly fitted or top-dose-only effect, or another doubt; inactive = no such curve, though single readings can be large; an effect the other way counts as inactive or inconclusive.

SMILES	Menin MLL FP TR	PKM2 activator	Mito fusion yeast	Rab9 promoter act	KCNH2 3.1 inh	VP16 counter	ELG1 repair inh	NPC1 promoter act	FLuc modulator	RORg inh	MBNL1-CUG inh
O=C(Nc1ccccc1)c1ccc2nc(-c3ccco3)c(-c3ccco3)nc2c1	?	14%	3%	-3%	9	?	9.2µM*	-1%	1%	-20%	?
CN(C)S(=O)(=O)c1ccc(NC(=O)CSc2n[nH]c(=O)n2C2CC2)cc1	-8%	-2%	-5%	-11%	3	-14%	-7%	-3%	-2%	10%	-4%
CN1C(=O)C(C(=O)Nc2ccccc2F)c2ccccc21 (centres undefined)	?	3%	6%	3%	-11	1%	9%	0%	19µM*	2%	7%
O=C(CN1C(=O)NC2(CCCC2)C1=O)N1CCN(c2ccccc2O)CC1	nt	nt	-1%	0%	3	nt	-2%	-1%	-1%	nt	nt
Cc1ccc(-c2nn(CCC#N)cc2C=C(C#N)C#N)cc1	1%	-11%	-6%	-2%	9	-1%[0.365 µM]	?	8%	2%	-32%	4%
CCOc1ccc(CCNS(=O)(=O)c2c(C)nc3scc(C)n3c2=O)cc1OCC	-12%	2%	8%	0%	-5	-27%	7%	2%	3%&1%	0%	-15%
CCOC(=O)C1CCCN(c2c(NCCCN(CC)c3cccc(C)c3)c(=O)c2=O)C1 (centres undefined)	-13%	1%	-4%	-1%	-4	-3%	-8%	1%	1%	18%	1%
O=C(OCC(=O)c1ccc(Cl)cc1Cl)c1cnccn1	-9%	6%	-2%	-2%	-5	5%	-2%	-1%	12µM*	6%	0%
COc1ccc(-c2nc(CS(=O)CC(=O)NCc3ccccn3)c(C)o2)cc1 (centres undefined)	-17%	7%	-4%	4%	5	-4%	-1%	-1%	-7%	?	0%
COc1ccc(C2C(C(C)=O)=C(O)C(=O)N2c2ccc(F)cc2)cc1 (centres undefined)	-8%	0%	-6%	11%	-2	nt	4%	0%	-1%	nt	36%[activator]
CCOC(=O)CSc1nc2ccccc2c(=O)n1-c1ccc(C(=O)NCCOC)cc1	2%	-7%	-1%	0%	12	-13%	10%	0%	-1%&0%	-14%	-11%
O=C(OCC(O)CN1CCCCC1)C12CC3CC(CC(C3)C1)C2 (centres undefined)	-9%	?	-6%	7%	-13	-1%	7%	-15%	6%	2%	-6%
Cc1cccc(Oc2ccccc2NC(=O)C2=COCCO2)c1	nt	nt	1%	-6%	17	nt	-1%	-5%	3%	nt	nt
O=C(COc1ccc2c(c1)OCO2)NC12CC3CC(CC(C3)C1)C2	-25%	9%	28%	9%	-17	3%	14%	13%	?	?	1%
COC(=O)NCCOC(=O)N(O)c1ccc(Br)cc1	37%[activator]	1%	-1%	-4%	13	4%	-7%	-5%	?	?	6%
Cc1c(CCC(=O)N2CCC(C(=O)O)CC2)c(=O)oc2cc3oc4c(c3cc12)CCCC4	-23%	-1%	4%	5%	4	?	24%	0%	11µM*	?	27%
COc1ccccc1N1CCN(c2cc(=O)n(-c3ccc(Cl)cc3)c(=O)[nH]2)CC1	0%	-13%	8%	-3%	-9	4%	-10%	-4%	1%	23%	-4%
Cc1ccc(/C=C/C(=O)N2CCN(c3ncccn3)CC2)o1	7%	19%	4%	2%	14	?	8%	-3%	?	?	6%
CCOc1cc(/C=N/n2cnnc2)c(Br)cc1O	nt	-6%	-1%	-2%	9	5.6µM*	12%	-2%	10%	7.1µM*	12%
Cc1nc2ccc(NC(=O)N3CCCCC3)cc2s1	4%	4%	-1%	?	-8	18%	?	21%	?	33%	-6%
O=C(c1ccc(COc2ccc(F)cc2)o1)n1cc(Br)cn1	33%[activator]	2%	4%	1%	4	16%	0%	-3%	0%	31%	-9%
Cc1cc(C)cc(N(CC(=O)NC2CCCCC2)C(=O)CCC(=O)Nc2cc(C)ccn2)c1	-10%	17%	-1%	8%	1	-14%	0%	4%	4%	0%	-13%
COc1ccc(-c2csc(NC(=O)c3ccco3)n2)cc1	?	0%	?	2.2µM*	-16	25%	?	2.8µM*	9.5µM*	?	1%
O=C(Nc1c(C(=O)N2CCOCC2)cnn1-c1ccccc1)c1ccco1	10%	-10%	-4%	3%	-3	-4%	0%	-3%	3%	-27%	2%
O=C(c1ccc(S(=O)(=O)Nc2ccccc2)cc1)N1CCCCCCC1	nt	6%	2%	0%	-2	2%	6%	-7%	6%	1%	?
Remaining list, next part
SMILES	Menin MLL FP TR	PKM2 activator	Mito fusion yeast	Rab9 promoter act	KCNH2 3.1 inh	VP16 counter	ELG1 repair inh	NPC1 promoter act	FLuc modulator	RORg inh	MBNL1-CUG inh
CCOc1ccc(S(=O)(=O)N2CCCCC2)cc1NC(=O)CCc1ccc(OC)cc1	nt	nt	-3%	4%	-19	nt	9%	-1%	-1%	nt	nt
Cc1c(Nc2cc(N3CCCCCC3)c3nonc3c2[N+](=O)[O-])c(=O)n(-c2ccccc2)n1C	-3%	5%	0%	-1%	3	-3%	0%	-2%	4%	15%	9%
Cc1ccc(S(=O)(=O)NN2C(=O)/C(=C/c3ccccn3)SC2=S)cc1	?	-4%	-2%	-10%	8	2%	-2%	-6%	-13%	-44%	?
COc1ccc(Cl)cc1NC(=O)CN(C)CC(=O)Nc1cc(OC)c(OC)c(OC)c1	9%	nt	-1%	-16%	-31	-2%	18µM*	-31%[inhibitor]	-1%	19%	4%
O=C(COC(=O)c1ccccc1C(=O)c1ccccc1)NCc1ccc(F)cc1	-1%	0%	-4%	1%	-8	1%	15%	-4%	3%	-27%	nt
CCOc1ccc(CCNC(=O)Cc2ccc(NC3=NC4CS(=O)(=O)CC4S3)cc2)cc1 (centres undefined)	-2%	-2%	-3%	4%	-14	-1%	7%	-1%	-16%	-10%	2%
CCCC[n+]1ccc(-c2nc3ccc([N+](=O)[O-])cc3[nH]2)cc1	-15%	-4%	0%	?	-4	-23%	?	22%	?	-32%	?
O=C(NCc1cccs1)c1cccnc1C(=O)O	-1%	-2%	-2%	1%	-2	-3%	0%	-3%	2%	-12%	7%
CC(=O)c1ccc(OCC(C)C)c(Cc2c(O)nc(N)[nH]c2=O)c1	12%	-2%	-5%	-3%	7	-11%	22%	-3%	-2%	5%	-5%
O=C(N/N=C/c1ccc(O)cc1O)c1ccc(CN2C(=O)c3cccc4cccc2c34)cc1	?	-1%	7%	-42%[inhibitor]	8	-6%	2.9µM*	-30%	-1%	-37%	10%
COc1ccc(S(=O)(=O)N2CCC(C(=O)N3CCCC3)CC2)cc1C	-7%	-3%	7%	3%	19	-7%	?	-2%	-3%	9%	-6%
CCC(=O)N1N=C(c2ccc(NS(C)(=O)=O)cc2)CC1c1ccc(N(C)C)cc1 (centres undefined)	11%	3%	7%	?	2	?	?	?	?	22%	23%
CSc1nc(N)nc(N(C)C)n1	nt	-1%	-3%	-5%	10	-5%	28%	1%	2%	-13%	-4%
Cc1ccc2nc(N3CCN(C(=O)c4ccc(F)cc4)CC3)c(C#N)cc2c1	-15%	1%	-16%	-6%	-17	?	?	-5%	-5%	?	7%
CCOc1ccc(Nc2cc(C)c3ccccc3n2)cc1	-28%	nt	-32%	?	-21	-21%	?	21%	17µM*	-5%	-6%
O=C(O)c1ccc(-n2nncc2-c2ccccc2)cc1	-6%	-1%	-13%	0%	-26	7%	2%	8%	0%	-20%	-5%
Clc1cccc(Cl)c1/C=N\Nc1nccs1	?	7%	-1%	1%	24	?	0%	-1%	-21%	?	-6%
CCCCNC(=S)Nc1cc(S(=O)(=O)N2CCCCC2)ccc1C	nt	2%	0%	-4%	4	10µM*	-4%	2%	5%	5.6µM*	-4%
NC(=O)CN1C(=O)C2CCCCN2C(=O)c2ccccc21 (centres undefined)	12%	10%	0%	-4%	-28	2%	12%	1%	4%	-16%	-10%
CCOc1cccc2cc(C(N)=O)c(=NCc3ccccc3)oc12	15%	-4%	-7%	-3%	-5	-1%	-16%	1%	1%	-9%	11%
CC(=O)NC(Cc1cc(C)ccc1C)C(=O)N1CCN(C(=O)c2ccc([N+](=O)[O-])cc2)CC1 (centres undefined)	3%	-2%	-11%	4%	1	-4%	-4%	2%	1%	-17%	?

Screens deposited in PubChem BioAssay by National Center for Advancing Translational Sciences (NCATS).

These rows are one share of the data. The share of hits here may be higher or lower than overall.
